Screening data: PubChem, several laboratories
TPT1 inhibitor: inhibitors of Candida albicans tRNA 2'-phosphotransferase TPT1 | recombinant caTPT1, FP RNA substrate dephosphorylation | inhibition, % at 5 µM | 0.81% of 300,000 active | AID 1962;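 active = inhibition above the mean of all tested compounds plus 3 SD, set per screening campaign, cut at about 24% in these data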;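 also: plate controls were DMSO alone for no effect and ferristatin control at 100 nM for full effect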
GASC-1 inh: blocks human GASC-1 demethylase activity. inhibition, % at 2.35 µM. AID 2099. Q9H3R0. GST-JMJD2C(1-420) H3K9me3 demethylation, DELFIA europium. 0.069% of 330,000 active;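 active = more than half of a compound's replicate wells show inhibition beyond 50%, single wells judged on their own value; inconclusive = some, but no more than half, of replicates pass 50% inhibition; inactive = no replicate passes 50% inhibition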;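 also: signal counts dimethyl H3K9 product captured on neutravidin plate; 0% = median of DMSO wells and 100% = 0.3 times that DMSO median; strong numbers were not always called active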
Target sequence (Q9H3R0 1-420 limits assumed): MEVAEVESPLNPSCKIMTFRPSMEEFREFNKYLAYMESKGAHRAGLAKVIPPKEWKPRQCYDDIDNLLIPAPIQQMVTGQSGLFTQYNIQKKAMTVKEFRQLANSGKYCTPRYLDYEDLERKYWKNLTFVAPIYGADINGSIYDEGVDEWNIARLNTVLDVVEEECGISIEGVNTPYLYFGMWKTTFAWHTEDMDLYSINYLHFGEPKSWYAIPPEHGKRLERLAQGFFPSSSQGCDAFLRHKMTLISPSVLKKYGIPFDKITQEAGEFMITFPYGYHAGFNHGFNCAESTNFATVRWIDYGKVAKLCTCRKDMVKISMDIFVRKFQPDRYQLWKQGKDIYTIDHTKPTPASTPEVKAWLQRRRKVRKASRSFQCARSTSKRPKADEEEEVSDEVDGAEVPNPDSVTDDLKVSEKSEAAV
proCasp7 act: activates human procaspase-7, counter-screen for procaspase-3 activators; AID 463210; activation, % at 8.5 µM; recombinant procaspase-7, Ac-DEVD-pNA absorbance 405 nm; D23A/D198A/D206A triple mutant, cannot self-cleave; scale: DMSO 0, 5 µM enzyme 100; P55210; 0.093% of 330,000 active;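 active = percent activation above the screen-wide mean plus 3 SD, cut at about 25% in these data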
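Assay system: Uncleavable procaspase-7 mutant enzyme | Input: 2 µM procaspase-7 mutant as dispensed | Timing: 1 h compound preincubation, 2 h substrate cleavage, 25 °C | Repeats: One well per compound | Control set: DMSO wells as 0%, DMSO with 5 µM added PC-7 as 100% | Technique: Epi-absorbance of released pNA at 405 nm, two timepoints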
Efflux pump inh: blocks antifungal efflux pumps in multiplex yeast assay | inhibition, % at 10 µM | AID 485275 | 0.44% of 330,000 active | S. cerevisiae Candida pump triplex, Nile Red efflux;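 active = plate passing quality check with inhibition over a set limit, or well fluorescence over plate mean plus 4 SD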;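 also: Nile Red retained in pooled yeast measured as flow cytometry median fluorescence; 0% = buffer negative control and 100% = Enniatin B positive control; higher means more Nile Red kept so more efflux inhibition; some compounds called inactive have numbers as strong as hits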
procasp3 activ: activates human procaspase-3. activation, % at 8.5 µM. 0.11% of 330,000 active. AID 463141. P42574. recombinant procaspase-3 D3A, Ac-DEVD-pNA absorbance 405 nm;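 active = activation above the mean of all tested compounds plus 3 SD, cut at about 21% in these data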;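 also: 0% = DMSO alone and 100% = DMSO wells spiked with extra 5 µM PC-3 D3A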
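System: Procaspase-3 D3A mutant. Medium: Zinc-free 300 mM NaCl, 50 mM HEPES, 0.01% Triton X-100. Schedule: 1 h preincubation plus 2 h reaction at 25 °C. Measured by: 405 nm absorbance of p-nitroaniline, reads at 0 and 120 min. Read-out: percent activation relative to control range.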
PP5 inh: blocks human protein phosphatase 5 activity; P53041; purified PP5c, OMFP substrate fluorescence; inhibition, % at 6.7 µM; 0.18% of 320,000 active;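 active = inhibition above the campaign's mean inhibition across all tested compounds plus 3 SD, cut at about 9.5% in these data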;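 also: 0% = DMSO only and 100% = 100 µM cantharidin control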
Target sequence (P53041 whole entry, looked up): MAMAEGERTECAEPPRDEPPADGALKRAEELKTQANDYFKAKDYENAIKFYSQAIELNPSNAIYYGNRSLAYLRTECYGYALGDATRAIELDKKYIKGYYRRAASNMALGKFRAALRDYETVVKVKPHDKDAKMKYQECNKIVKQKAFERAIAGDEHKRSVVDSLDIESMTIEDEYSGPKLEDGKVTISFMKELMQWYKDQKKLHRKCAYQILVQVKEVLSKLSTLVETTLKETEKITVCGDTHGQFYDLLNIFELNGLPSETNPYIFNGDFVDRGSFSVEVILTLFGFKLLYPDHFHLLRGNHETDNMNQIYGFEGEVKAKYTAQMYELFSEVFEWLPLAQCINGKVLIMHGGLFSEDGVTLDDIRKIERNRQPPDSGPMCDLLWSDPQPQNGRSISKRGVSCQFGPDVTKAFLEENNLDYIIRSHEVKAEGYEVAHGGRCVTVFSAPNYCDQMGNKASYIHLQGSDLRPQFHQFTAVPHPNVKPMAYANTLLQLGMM
Fh CTSL1 inh: counter-screen for PFM18AAP inhibitors: inhibitors of F. hepatica cathepsin L1. recombinant F. hepatica cathepsin L1, Z-Leu-Arg-MCA fluorescence. inhibition, % at 5.96 µM. 0.49% of 300,000 active;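 active = inhibition above the mean of all tested compounds plus 3 SD, set per screening campaign, cut at about 17% in these data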;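 also: 0% = plate median of test compound wells and 100% = 1 µM Z-Phe-Ala-diazomethylketone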
PP1 counter: blocks human PP1-alpha phosphatase, a PP5 counter-screen | P62136 | purified PP1alpha, OMFP fluorescence | inhibition, % at 6.7 µM | 0.9% of 320,000 active | AID 2235;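 active = inhibition above the mean inhibition of all tested compounds plus 3 SD, computed separately for each screening campaign, cut at about 15% in these data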
core dimer inh: HCV core protein dimerization inhibition; TR-FRET GST/Flag-core106 dimerization, 1536-well; inhibition, % at 5 µM; 0.33% of 300,000 active;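 active = inhibition above the mean of all tested compounds plus 3 SD, set per screening campaign, cut at about 45% in these data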
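Assay system: tagged HCV core106 pair (GST and Flag); medium: KF-containing HEPES buffer, pH 7.45, DTT, CHAPS, BSA; also added: Eu donor and XL665 acceptor anti-tag antibodies; dosing: 5 µM single dose; timing: compound-protein-antibody incubation 4 h at 22.5 °C; signal: TR-FRET 671 and 617 nm emission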
An asterisk follows results filed as active; ? = inconclusive; . = not tested or not shown; & = joins results of further samples.

SMILES | TPT1 inhibitor | GASC-1 inh | proCasp7 act | Efflux pump inh | procasp3 activ | PP5 inh | Fh CTSL1 inh | PP1 counter | core dimer inh
Cc1cc(-c2ccc(C(C)C)c(S(=O)(=O)N3CCOc4ccccc43)c2)on1 | -3 | -1 | -5 | 0.1 | -1 | 6.4 | 10 | 6 | 4
COc1ccc(C(=O)N2CCN(c3ccc(NC(=O)c4cccnc4)cc3)CC2)cc1 | -2 | -15 | -13 | 0.1 | 3 | 0.8 | 1 | 0 | -8
CCc1ccc(C(=O)COC(=O)c2cccs2)cc1 | -2 | 119 | 0 | 0.1 | 3 | 0.1 | -18 | -3 | -2
O=C1C2ON(c3ccccc3)C(c3cccnc3)C2C(=O)N1Cc1ccccc1 (stereo not given) | -1 | -1 | 0 | -0.1 | -2 | 2.7 | 2 | 2 | 1
CNC(=S)N/N=C/c1ccc2c(c1)OCCO2 | 0 | 4 | 9 | -0.2 | 1 | 2.9 | 0 | -1 | -14
O=C(NC(=S)Nc1ccccc1N1CCOCC1)c1ccc([N+](=O)[O-])cc1 | -4 | 4 | 1 | 0.0 | -3 | -0.5 | 4 | -3 | 12
CN(C)S(=O)(=O)c1ccc(NC(=O)CN2CCN(c3ccccn3)CC2)cc1 | 1 | 10 | 4 | -0.1 | -1 | -3.0 | -3 | 6 | 2
O=C(CN1C(=O)NC2(CCc3ccccc32)C1=O)c1ccc(F)c(F)c1 (stereo not given) | -5 | -31 | 5 | 0.2 | 3 | 5.1 | 4 | -4 | -5
C[C@@H]1NC(=O)c2cc([N+](=O)[O-])cc(I)c2OCC[C@@H](C(=O)NC(CC(=O)O)C(N)=O)NC(=O)[C@H](CC(N)=O)NC1=O (stereo not given in full) | -2 | 12 | 2 | 0.1 | 0 | 0.6 | 0 | 0 | -22
O=S(=O)(NNc1nccc(C(F)(F)F)n1)c1cccc(Cl)c1Cl | -2 | 5 | -16 | 0.0 | -9 | 0.9 | 5 | -2 | 0
CCOc1ccc(Br)cc1S(=O)(=O)Nc1ccc(NC(=O)c2ccccc2C)cc1 | -1 | -14 | 15 | -0.1 | -6 | 7.4 | -4 | 4 | 9
O=C(NCC1CCCO1)C1CCCN1C(=O)Nc1ccccc1[N+](=O)[O-] (stereo not given) | -4 | -14 | -4 | -0.1 | 2 | 0.8 | 1 | -1 | -8
COC(=O)CN1C(=O)Nc2ccc(Br)cc2C1c1ccccc1Cl (stereo not given) | -14 | -6 | 1 | -0.1 | 8 | 1.7 | 0 | -1 | 6
Cc1cc(=O)n2[nH]c(-c3cccc(Cl)c3)cc2n1 | -1 | -4 | -4 | -0.1 | -1 | 2.0 | 0 | 1 | 10
O=C(C1CC(c2ccccc2O)=NO1)N1CCCC1 (stereo not given) | -6 | -5 | 13 | 0.0 | 10 | -0.6 | -4 | -4 | -4
Cn1ncc2c(Nc3ccccc3Cl)nc(Nc3ccccc3Cl)nc21 | 0 | -2 | 3 | 0.2 | 2 | 3.6 | 2 | -2 | -16
COc1cc2c(cc1OC)CN(CC(=O)Nc1ccccc1C(=O)NC1CC1)CC2 | . | -9 | 12 | 0.3 | 13 | 1.6 | . | 0 | .
COc1ccc(-c2ccc(=O)n(CC(=O)Nc3ccc4c(c3)OCCO4)n2)cc1 | 0 | -3 | -6 | -0.2 | 6 | -2.6 | 1 | 1 | 0
COc1ccc(-c2noc(COc3ccc(C)c(C)c3)n2)cc1OC | 4 | 1 | 0 | -0.1 | 1 | -1.5 | 0 | 0 | 7
CC(=O)NC(CC(=O)O)C(=O)O (stereo not given) | -3 | -31 | 0 | -0.1 | 4 | -1.2 | 3 | -4 | 2
COC(=O)c1c(-c2cccs2)csc1NC(=O)c1cccnc1 | -2 | 2 | 14 | 0.6 | -8 | 6.2 | 0 | 3 | 6
S=C(NCCc1ccccn1)Nc1ccccc1 | -5 | 1 | 0 | -0.1 | -2 | -0.8 | -1 | -4 | 2
C=C(C)CNC(=S)NN=C1c2ccccc2-c2ccccc21 | 2 | 3 | -2 | 0.3 | 12 | -0.8 | -1 | 4 | -14
Cc1cc(O)c(C(C)C)cc1N=Cc1ccccc1O | -1 | -22 | -3 | -0.1 | -3 | -2.9 | -1 | -1 | -3
COc1cccc(NC(=O)C2CC(=O)n3cnnc3S2)c1 (stereo not given) | -8 | 2 | -25 | -0.1 | -27 | -0.8 | 2 | 2 | -4
O=[N+]([O-])c1cc(S(=O)(=O)N2CCCC2)ccc1N/N=C1/CCCc2ccccc21 | -3 | -3 | 6 | 0.3 | 2 | 1.0 | -2 | -3 | 6
O=C(NCc1ccccc1)C(c1cccs1)N(C(=O)c1csnn1)C1CC1 (stereo not given) | 1 | 2 | -11 | -0.1 | 4 | -0.3 | -8 | 5 | -6
CCOc1cccc(C(=O)Nc2ccc3oc(Cc4ccc(Cl)cc4)nc3c2)c1 | -6 | 6 | 3 | -0.2 | 2 | 0.1 | 5 | 6 | 8
CN(C)S(=O)(=O)c1cc(C(=O)O)c(NC2CCCCC2)cc1Cl | -2 | -3 | -2 | 0.2 | 4 | 0.2 | 2 | 2 | 8
CCOC(=O)C1CCCN(Cc2nc3ccc([N+](=O)[O-])cc3c(=O)n2-c2ccc(OC)cc2OC)C1 (stereo not given) | 0 | 8 | 8 | 0.0 | 4 | -1.1 | 1 | 5 | 8

Given tab-delimited: entries from further up.
molecule	TPT1 inhibitor	GASC-1 inh	proCasp7 act	Efflux pump inh	procasp3 activ	PP5 inh	Fh CTSL1 inh	PP1 counter	core dimer inh
S=C(NCCc1ccccn1)Nc1ccccc1	-5	1	0	-0.1	-2	-0.8	-1	-4	2
C=C(C)CNC(=S)NN=C1c2ccccc2-c2ccccc21	2	3	-2	0.3	12	-0.8	-1	4	-14
Cc1cc(O)c(C(C)C)cc1N=Cc1ccccc1O	-1	-22	-3	-0.1	-3	-2.9	-1	-1	-3
COc1cccc(NC(=O)C2CC(=O)n3cnnc3S2)c1 (stereo not given)	-8	2	-25	-0.1	-27	-0.8	2	2	-4
O=[N+]([O-])c1cc(S(=O)(=O)N2CCCC2)ccc1N/N=C1/CCCc2ccccc21	-3	-3	6	0.3	2	1.0	-2	-3	6
O=C(NCc1ccccc1)C(c1cccs1)N(C(=O)c1csnn1)C1CC1 (stereo not given)	1	2	-11	-0.1	4	-0.3	-8	5	-6
CCOc1cccc(C(=O)Nc2ccc3oc(Cc4ccc(Cl)cc4)nc3c2)c1	-6	6	3	-0.2	2	0.1	5	6	8

Carrying on:
SMILES | TPT1 inhibitor | GASC-1 inh | proCasp7 act | Efflux pump inh | procasp3 activ | PP5 inh | Fh CTSL1 inh | PP1 counter | core dimer inh
O=C(/C=C/c1ccco1)NCc1ccco1 | 0 | 2 | 3 | 0.0 | -10 | 2.7 | 1 | -7 | 7
Cc1ccnc(NS(=O)(=O)c2cccs2)c1 | 0 | 3 | 18 | 0.0 | 2 | -0.5 | -4 | -5 | -2
C=C(C)COc1ccc2c(C)c(CCC(=O)NC3CC3)c(=O)oc2c1 | -2 | ? | 7 | 0.1 | 2 | -1.4 | 5 | -7 | 2
NC(=O)CSc1ccc(S(=O)(=O)N2CCCCC2)cn1 | . | 1 | -12 | -0.1 | -6 | 3.9 | . | -4 | .
CN(C)CC#Cc1cncc(C(=O)NNC(=O)Nc2ccc(Cl)cc2)c1 | 0 | -1 | 5 | 0.0 | 3 | -2.3 | -1 | -3 | 0
COc1ccc(OCC(=O)Nc2ccc(S(=O)(=O)N3CCCCCC3)cc2)cc1 | -1 | 2 | 1 | 0.0 | -9 | 6.3 | 0 | 5 | 16
O=C(Cc1ccc(S(=O)(=O)N2CCOCC2)s1)OCc1ccc(Cl)cc1 | . | 8 | -13 | -0.2 | -7 | 3.4 | . | 4 | .
Nc1c(S(=O)(=O)c2cc(Cl)ccc2Cl)c2nc3ccccc3nc2n1CCN1CCOCC1 | 1 | -9 | -4 | 0.6 | 2 | 6.9 | 0 | 7 | 6
CCOC(=O)Nc1ccc2c(c1)N(C(=O)OCCN(C)C)c1ccccc1CC2 | -5&-3 | 1&4 | 0&-4 | -0.3&-0.2 | 0&-2 | 1.2&-0.6 | -2&-1 | -5&1 | -3&-2
COc1cc2c(cc1OC)CN(C(=O)CCN1C(=O)C3CCCCC3C1=O)CC2 (stereo not given) | -2 | 2 | 7 | -0.2 | -3 | -1.3 | 2 | -2 | -5
NC(=O)c1ccccc1NC(=O)CCc1ccccc1 | 0 | -7 | -4 | 0.6 | -6 | 3.4 | -1 | -4 | -2
Cc1ccc(N2C(=O)SC(Cc3ccccc3)C2=O)cc1 (stereo not given) | 4 | 3 | -14 | 0.1 | -6 | 3.7 | 3 | -4 | 0
CC(C)NC(=O)c1onc(CSc2ccc(Cl)cc2)c1C(=O)NC(C)C | -1 | -6 | -5 | 0.0 | -4 | 4.4 | -4 | -1 | -15
CCCOC(=O)C1=C(C)NC2=C(C(=O)CCC2)C1c1cc(OC)ccc1OC (stereo not given) | -2 | 3 | -3 | -0.1 | -6 | 0.9 | 1 | 1 | 0
Cc1ccc(N2C(=O)NC(NC(=O)C(C)(C)C)(C(F)(F)F)C2=O)cc1 (stereo not given) | -1 | -8 | 3 | -0.4 | -9 | 1.5 | 2 | -4 | -8
COc1ccc2nc3ccccc3nc2c1NC(=O)c1ccc(Cl)cc1Cl | -30 | 0 | 0 | 0.1 | 3 | 3.3 | 2 | 0 | -40
CCOC(=O)c1cc(NC(=O)NCc2ccco2)c(C)nc1C | -2 | 5 | 3 | 0.0 | 3 | -0.7 | 2 | -3 | -4
COc1ccc(-n2cnnc2SCC(=O)NC2CCCCC2)cc1 | . | -6 | 5 | 0.0 | 1 | . | . | . | .
O=C(Cn1cnc([N+](=O)[O-])n1)N/N=C/c1cccc(Cl)c1 | -2 | 8 | -2 | -0.2 | -9 | 2.0 | -3 | 1 | -6
Nc1nnnn1/N=C/c1ccc(F)cc1 | 5 | -9 | -7 | 0.0 | 7 | -1.1 | 1 | -1 | 0
C=CCOC(=O)C(=O)/C=C/c1coc2ccccc2c1=O | 2 | 1 | -15 | 0.0 | 6 | 2.9 | 2 | 4 | 8
Brc1ccc(-c2cn3c(n2)SCC3)cc1 | -3 | 0 | -3 | 0.1 | -8 | 1.8 | -2 | -3 | -2
